All columns: NCI-60 one-dose screen, growth in % after 48 h at 10 µM unless noted; 100 = growth as untreated, 0 = no growth, -100 = all killed.
K-562 – K-562 leukemia; 78,000 tested, 7.4% active; AID 1794777
MDA-MB-435 – MDA-MB-435 melanoma | 82,000 tested, 7.8% active
MOLT-4 – MOLT-4 leukemia cells; 80,000 tested, 6.9% active; AID 1794779
SR – SR leukemia cells; 73,000 tested, 8.7% active; AID 1794780
HOP-62 – HOP-62 NSCLC | 80,000 tested, 3.9% active
HOP-92 – HOP-92 NSCLC cells | 71,000 tested, 6.3% active | AID 1794738
CCRF-CEM – CCRF-CEM leukemia | 77,000 tested, 7% active
RPMI-8226 – RPMI-8226 leukemia cells. 77,000 tested, 7.5% active
An asterisk follows results filed as active; · = no result given. The calls were made as follows: active = growth percent below 10; inactive = the rest.

SMILES | K-562 | MDA-MB-435 | MOLT-4 | SR | HOP-62 | HOP-92 | CCRF-CEM | RPMI-8226
O=C1CC(c2nc3ccccc3o2)CN1Cc1ccccc1 (stereo not given) | · | 104 | · | · | 100 | 93 | 84 | 93
COc1ccc([C@H]2C(C(=O)c3ccc(Cl)cc3)C3(N[C@@H]2c2ccccc2)C(=O)Nc2ccc(Cl)cc23)cc1 (stereo not given in full) | 3.7* | -57* | 12 | · | -57* | -27* | 22 | -11*
O=C(NS(=O)(=O)c1ccccc1)n1cc(-c2ccncc2)c(-c2ccc(Cl)c(O)c2)n1 | 89 | 68 | 83 | 97 | 119 | 100 | 90 | 97
C/C=C(\C)C(=O)N[C@H]1CC[C@]2(C)C3CC[C@@]4(C)C(CC[C@@H]4C(C)N(C)C)C3CCC2[C@H]1OC(C)=O (stereo not given in full) | 18 | -57* | 11 | 7.3* | -60* | -49* | 1.6* | -15*
COc1ccc(OC)c(/C=C2\Cc3cc(F)ccc3C2=O)c1 | 101 | 94 | 91 | 82 | 91 | 71 | 100 | 100
COc1ccc(/C(C)=C(\c2ccc(Cl)cc2)c2ccc(OCCN)cc2)cc1 | · | 77 | · | · | 106 | 62 | 66 | 67
Cc1cc(C)cc(Nc2cc(C)nc3nc(C(F)(F)F)nn23)c1 | 20 | 37 | 18 | 30 | 48 | 70 | 17 | 40
CCOC(=O)c1csc(-c2ccc(COC(=O)c3ccccc3)o2)n1 | 102 | 101 | 4.2* | · | 99 | · | · | 111
CCOC(=O)c1c(-c2ccc(Cl)cc2)c(C#N)c2c(C#N)c(N)nn2c1N | 15 | 5.4* | 26 | 12 | 75 | 63 | 30 | 49
CCOC(OCC)c1ccc(OC)cc1 | 101 | 115 | 104 | 99 | 105 | · | 98 | 99
COc1ccc(CNc2oc(-c3ccccc3)c(-c3ccccc3)c2C#N)cc1 | 79 | 104 | 78 | 41 | · | · | · | ·
Nc1c(C(=O)Nc2nccs2)sc2nc3c(cc12)C(=O)CCC3 | 79 | 86 | 88 | 72 | 106 | · | 94 | 89
CCC(O)(c1ccccc1)C(C)CN1CCCCC1 (stereo not given) | 104 | 104 | 101 | 98 | 105 | 103 | 101 | 102
Cc1ccc2c(c1)S(=O)(=O)N(C)C(c1ccccc1)=C2 | 90 | 102 | 94 | 95 | 107 | · | 89 | 82
CC[C@]1(O)C[C@@H]2CN(Cc3c([nH]c4ccccc34)[C@@](C(=O)OC)(c3cc4c(cc3OC)N(C)[C@H]3[C@@](O)(C(=O)OC)[C@H](OC(C)=O)[C@]5(CC)[C@@H]6C[C@@H]6CN6CC[C@]43[C@@H]65)C2)C1 | 12 | -40* | 1.8* | 2.3* | 39 | -12* | 1.2* | 49
O=C(/C=C/c1ccc([N+](=O)[O-])cc1)c1ccc(Cl)cc1 | 59 | 95 | 74 | 74 | 101 | 90 | · | 51
CC1=C(C(=O)Nc2ccc(F)cc2)C(c2ccc(Cl)cc2)C2=C(CC(C)(C)CC2=O)N1 (stereo not given) | 74 | 92 | 73 | · | 97 | 62 | 79 | 70
CC(/C=C1\SC(=S)N(CCC(=O)NC(Cc2c[nH]c3ccccc23)C(=O)O)C1=O)=C\c1ccccc1 (stereo not given) | 99 | 109 | 87 | 83 | 97 | · | 98 | 91
CC(=O)Cc1cc(-c2cc(CC(C)=O)nc(N)n2)nc(N)n1 | 95 | 113 | 112 | · | 101 | 96 | 104 | 110
Cc1cccc(NC(=O)[C@@H]2c3ccccc3C(=O)N(c3ccc(F)cc3)[C@H]2c2ccc(F)cc2)n1 | 82 | 67 | 62 | 51 | 63 | 75 | 89 | 54
CCCCCC[C@@H](O)C/C=C\CCCCCCCC(=O)OCCOC | 137 | 110 | 122 | 122 | 89 | 79 | 94 | 102
CCCCCc1cc(Cl)c(O)c(CCCCC)c1 | 89 | 100 | 78 | 96 | 87 | 82 | 85 | 97
O=C(O)c1ccc[nH]1 | 115 | 97 | 112 | 106 | 101 | · | 83 | 105
CCN(CC)CCOC(=O)Nc1c(Cl)cccc1Cl | 108 | 106 | 108 | 103 | 106 | 111 | 102 | 109
C/C(=C\C(=O)Nc1ncn[nH]1)Nc1ncn[nH]1 | 106 | 106 | 103 | · | 99 | · | · | 101
More structures.
SMILES | K-562 | MDA-MB-435 | MOLT-4 | SR | HOP-62 | HOP-92 | CCRF-CEM | RPMI-8226
CC(C)c1ccc2c(c1)CC[C@H]1[C@](C)(C(=O)OCC#CCN3CCCC3)CCC[C@]21C | 40 | 83 | 73 | 53 | 94 | 65 | 6.4* | 47
Oc1ccc(Nc2ccccc2)cc1 | 80 | 76 | 89 | 94 | 104 | 119 | 0.5* | 98
Cc1ccc(Nc2nc(N)nc(N)c2N)cc1 | 99 | 103 | 102 | 105 | 100 | 113 | 107 | 104
COc1ccc(-c2c3c(nn2-c2ccccc2)CCc2cnoc2-3)cc1OC | · | 82 | 84 | · | 142 | · | 73 | 62
CCN(CC)CCC(CNc1c(C)cnc2cc(Cl)ccc12)c1ccccc1 (stereo not given) | 73 | 100 | 81 | 74 | 102 | 60 | 95 | 90
CC(C)CC(NC(=O)OCc1ccccc1)C(=O)NCC(=O)NCC(=O)OCc1ccccc1 (stereo not given) | 87 | 108 | 90 | · | 94 | · | · | 95
NS(=O)(=O)Cc1ccccc1 | 110 | 116 | 115 | 108 | 118 | 98 | 97 | 101
Cc1cc(OCCCC(=O)O)ccc1Cl | 140 | 107 | 98 | 107 | 114 | 89 | 116 | 107
COC1OC(COCc2ccc(Cl)cc2)C(OCc2ccc(Cl)cc2)C1O (stereo not given) | 96 | 102 | 97 | 107 | 95 | 86 | 105 | 88
CCCCCCCCCCCCCCCCCC(=O)NCc1ccc(OC)cc1 | 97 | 115 | 110 | 92 | 98 | 90 | 93 | 99
O=S(=O)(c1ccc(C(F)(F)F)cc1)N1CCN(c2nccc(-c3c(-c4cccc(F)c4)nc4sccn34)n2)CC1 | 79 | 91 | 64 | 80 | 115 | 90 | 88 | 78
COc1ccc2c(-c3cc4c(oc3=O)-c3ccccc3OC4OC(C)=O)cc(=O)oc2c1 (stereo not given) | 70 | 90 | 69 | 38 | 98 | 55 | 68 | 75
Cc1ccc(S(=O)(=O)c2ccc3[nH]c(=O)[nH]c(=O)c3c2)cc1 | 87 | 116 | 95 | 82 | 106 | · | 91 | 96
C/C(=C(/C)C1CC1CCN(C(=O)c1ccccn1)S(=O)(=O)c1ccc(C)cc1)C1CCCCC1 (stereo not given) | 97 | 98 | 88 | 105 | 102 | 104 | 92 | 92
O=C(O)COc1cccc(C(=O)/C=C/c2ccc(Br)cc2)c1 | 102 | 111 | 107 | 92 | 101 | 110 | 98 | 106
S=C(NCCCN1CCOCC1)NCCCN1CCOCC1 | 73 | 99 | 108 | 114 | 104 | 75 | 82 | 90
COc1ccc(C(=O)Nc2nc(-c3ccc(Cl)cc3)cs2)cc1 | 104 | 98 | 98 | 105 | 91 | · | 104 | 94
O=C(O)c1ccc(CN2C(=O)NC3(C2=O)c2ccccc2-c2ccccc23)cc1 | 89 | 103 | 89 | 98 | 78 | 82 | 100 | 94
CC(C)(C)OC(=O)N1CC=CCN(OCc2ccccc2)S1(=O)=O | 112 | 99 | 99 | 105 | 94 | 106 | 105 | 115
CCS(=O)(=O)Oc1ccc(-c2cn3ccoc3n2)cc1 | 101 | 100 | 103 | 97 | 112 | 102 | 120 | 108
O=C1[C@H]2CCCCCCCCC[C@H]1[C@]1(O)C[C@@H]2[C@H]2CO[C@@H]1O2 | 108 | 108 | 107 | 98 | 113 | 100 | 106 | 102
CN1CCN(c2ccc(-c3cccc(CN4CCOCC4)c3)cc2NC(=O)c2c[nH]c(=O)cc2C(F)(F)F)CC1 | 98 | 92 | 95 | 84 | 87 | 107 | 139 | 119
CN(C)c1ccc(N=Cc2ccccc2)cc1 | · | 131 | 99 | 102 | 106 | 106 | 107 | 108
COc1cc(C(=O)OCCN2CCN(C)CC2)cc(OC)c1OC | 113 | 107 | · | 97 | 97 | 96 | 102 | 94
CCOC(=O)c1c(Nc2ccccc2)nn2c(-c3ccc(OC)cc3)c(C#N)cnc12 | 96 | 97 | 92 | 83 | 98 | 79 | 96 | 96

One compound at a time (already shown):
Profile of COc1ccc(OC)c(/C=C2\Cc3cc(F)ccc3C2=O)c1 : K-562 = 101; MDA-MB-435 = 94; MOLT-4 = 91; SR = 82; HOP-62 = 91; HOP-92 = 71; CCRF-CEM = 100; RPMI-8226 = 100
Profile of Cc1ccc(S(=O)(=O)c2ccc3[nH]c(=O)[nH]c(=O)c3c2)cc1 : K-562 = 87; MDA-MB-435 = 116; MOLT-4 = 95; SR = 82; HOP-62 = 106; HOP-92 = ·; CCRF-CEM = 91; RPMI-8226 = 96
Profile of C/C=C(\C)C(=O)N[C@H]1CC[C@]2(C)C3CC[C@@]4(C)C(CC[C@@H]4C(C)N(C)C)C3CCC2[C@H]1OC(C)=O (stereo not given in full) : K-562 = 18; MDA-MB-435 = -57*; MOLT-4 = 11; SR = 7.3*; HOP-62 = -60*; HOP-92 = -49*; CCRF-CEM = 1.6*; RPMI-8226 = -15*

The results go on.
SMILES | K-562 | MDA-MB-435 | MOLT-4 | SR | HOP-62 | HOP-92 | CCRF-CEM | RPMI-8226
O=Nc1c(-c2cccc([N+](=O)[O-])c2)nc2ncccn12 | 10 | 99 | 7.7* | -28* | 100 | 87 | -27* | -31*
O=C(CCl)Nc1ccc(Cc2ccc(NC(=O)CCl)cc2)cc1 | 0.8* | 1.0* | -4.8* | 5.6* | 33 | 46 | 0.1* | -33*
Nc1nc(N)c2c(ccc3c2ccn3Cc2cccc([N+](=O)[O-])c2)n1 | 32 | -93* | 46 | 110 | -84* | -72* | 24 | 19
CC(C)(C)n1cc(-c2ccnc(NCCNS(=O)(=O)c3ccc(O)cc3)c2)c(-c2cccc(O)c2)n1 | 56 | 101 | 95 | 88 | 101 | 102 | 93 | 80
S=C(N/N=C\c1cccs1)N/N=C/c1cccs1 | 76 | 88 | 70 | · | 108 | 84 | 60 | 78
Cc1cc(NC(=O)c2ccc(N)cc2)ccc1N=Nc1ccc2c(O)c(N=Nc3ccc(Cl)c(S(=O)(=O)O)c3)c(S(=O)(=O)O)cc2c1 | 62 | 96 | 99 | 67 | 64 | · | 56 | 66
CC(=O)OC[C@]12CC[C@@H](c3cn(Cc4ccc(Cn5cc([C@@H]6CC[C@]7(COC(C)=O)CC[C@]8(C)[C@H](CC[C@@H]9[C@@]%10(C)CC[C@H](OC(C)=O)C(C)(C)[C@@H]%10CC[C@]98C)[C@@H]67)nn5)cc4)nn3)[C@@H]1[C@H]1CC[C@@H]3[C@@]4(C)CC[C@H](OC(C)=O)C(C)(C)[C@@H]4CC[C@@]3(C)[C@]1(C)CC2 | 95 | 105 | 97 | 98 | 95 | 103 | 102 | 108
Cc1cc(NC(=O)c2cccc(C(F)(F)F)c2)ccc1-n1ccc2c(NC(=O)c3ccccc3)nccc21 | 91 | 105 | 88 | 96 | 87 | 123 | 88 | 73
Cn1ncc2c(NCCO)ncnc21 | 105 | 99 | · | · | 99 | 100 | 102 | 111
CC1(C)CC[C@]2(C(=O)NCCCCCCN(CCC#N)CCC#N)CC[C@]3(C)C(=CC[C@@H]4[C@@]5(C)CCC(=O)C(C)(C)[C@@H]5CC[C@]43C)[C@@H]2C1 | 99 | 98 | 93 | 91 | 92 | 73 | 95 | 97
CCOC(=O)c1cnc2cc(Cl)c(F)cc2c1Nc1cccc(S(=O)(=O)NC)c1 | 108 | 102 | 95 | 102 | 87 | 72 | 99 | 101
COc1ccc(/C=C2\CN(Cc3cn(CCNc4ccnc5cc(Cl)ccc45)nn3)C/C(=C\c3ccc(OC)c(OC)c3)C2=O)cc1OC | 2.2* | -5.9* | -3.7* | · | -7.7* | -16* | 0.7* | -1.7*
CC(Br)C(Br)c1cc2c(cc1Br)OCO2 (stereo not given) | 112 | 98 | 95 | 99 | 68 | 106 | 100 | 105
COc1ccc(-c2cs/c(=N\N=C\c3ccc(F)cc3)n2-c2ccccc2)cc1 | 35 | 41 | 85 | 33 | 79 | 87 | 73 | 80
Nc1ncnc2c1ccn2-c1cccc(NC(=O)NS(=O)(=O)c2ccc(Cl)cc2)c1 | 101 | 99 | 106 | 108 | 100 | 115 | 107 | 115
COc1cc(NC2=C(Cl)C(=O)c3nc(C)ccc3C2=O)cc(OC)c1 | 4.7* | -87* | 8.3* | -3.2* | 0.8* | -12* | 2.7* | -40*
CCCN1CCN(CCCO)CC1C (stereo not given) | 112 | 107 | 92 | 91 | 104 | 94 | 93 | 96
C#CCCOC(=O)Nc1ccccc1 | 91 | 101 | · | 82 | 98 | 89 | 89 | 85
CCCC(=O)N(CCC(C)C)c1ccccc1 | 99 | 92 | 112 | 101 | 94 | 112 | 102 | 108
CN1CCN(C)c2ccncc2C1=O | 99 | 102 | 93 | 81 | 103 | 72 | · | 103
O=C(Nc1ncc(Cc2ccccc2)s1)C1=NCCCN1 | 109 | 103 | 105 | 118 | 101 | 83 | 99 | 101
CCCCCCCCCc1ccc(OC(=O)CCl)cc1 | 104 | 105 | 100 | 101 | 111 | 107 | 106 | 113
CCOC1=C(c2ccccc2)Oc2ccccc2-n2c(C#N)c3ccccc3c21 | 93 | 107 | 89 | 89 | 88 | · | 96 | 92

Some of the entries above, reformatted.
Values run as follows: K-562 | MDA-MB-435 | MOLT-4 | SR | HOP-62 | HOP-92 | CCRF-CEM | RPMI-8226
> CC(Br)C(Br)c1cc2c(cc1Br)OCO2 (stereo not given)
    112 | 98 | 95 | 99 | 68 | 106 | 100 | 105
> COc1ccc(-c2cs/c(=N\N=C\c3ccc(F)cc3)n2-c2ccccc2)cc1
    35 | 41 | 85 | 33 | 79 | 87 | 73 | 80
> Nc1ncnc2c1ccn2-c1cccc(NC(=O)NS(=O)(=O)c2ccc(Cl)cc2)c1
    101 | 99 | 106 | 108 | 100 | 115 | 107 | 115
> COc1cc(NC2=C(Cl)C(=O)c3nc(C)ccc3C2=O)cc(OC)c1
    4.7* | -87* | 8.3* | -3.2* | 0.8* | -12* | 2.7* | -40*
> CCCN1CCN(CCCO)CC1C (stereo not given)
    112 | 107 | 92 | 91 | 104 | 94 | 93 | 96
> C#CCCOC(=O)Nc1ccccc1
    91 | 101 | · | 82 | 98 | 89 | 89 | 85
